ZTA DNA inh = counter-screen for EBNA-1 inhibitors: inhibitors of Epstein-Barr virus ZTA. inhibition, % at 11 µM. AID 2234. actives 0.15% (n = 320,000). ZTA-DNA binding, fluorescence polarization. P03206; in the data active means inhibition above about 33%
RPL19A-GFP yeast = alters RPL19A-GFP fluorescence in TOR pathway yeast screen. S. cerevisiae RPL19A-GFP strain, flow cytometry, 3 h; stronger effect = lower value. percent response vs DMSO, % at 10 µM. actives 0.3% (n = 330,000). AID 2025;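 active means percent response vs DMSO below 50%; inconclusive means fewer than 70 events counted for the yeast strain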;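 further: median channel GFP fluorescence of the barcoded RPL19A-GFP strain; ratio of sample median GFP to plate DMSO average so 100% = DMSO; lower means less RPL19A-GFP as with rapamycin TOR inhibition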
EBNA-1 inh = blocks EBNA-1 binding to DNA. EBNA-1 DNA binding, fluorescence polarization. inhibition, % at 14.8 µM. actives 0.34% (n = 300,000). AID 1950; in the data active means inhibition above about 28%
AHR activator = human AHR activation; AHR-responsive luciferase reporter cells, luminescence; activation, % at 5 µM; actives 2.5% (n = 320,000); in the data active means activation above about 47%;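 further: 0% = vehicle wells and 100% = reference agonist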
MEP2-GFP yeast = alters MEP2-GFP fluorescence in TOR pathway yeast screen; actives 0.51% (n = 330,000); S. cerevisiae MEP2-GFP strain, flow cytometry GFP, 3 h; 100% = DMSO control level; GFP response vs DMSO, % at 10 µM;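 active means GFP response versus DMSO above a set limit, roughly screen mean plus 3 SD, cut at about 180% in these data; inconclusive means fewer than 70 cells counted for a yeast strain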;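 further: median GFP fluorescence of the barcode-gated MEP2-GFP cells per well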
procasp7 counter = counter-screen for procaspase-3 activators: activators of human procaspase-7; P55210; recombinant procaspase-7, Ac-DEVD-pNA absorbance 405 nm; D23A/D198A/D206A triple mutant, cannot self-cleave; scale: DMSO 0, 5 µM enzyme 100; activation, % at 8.5 µM; actives 0.093% (n = 330,000);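 active means percent activation above the screen-wide mean plus 3 SD, cut at about 25% in these data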
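Assay system: Uncleavable procaspase-7 mutant enzyme; Input: 2 µM procaspase-7 mutant as dispensed; Also added: DEVD-pNA substrate; Medium: Zinc-free HEPES pH 7.4 with 300 mM NaCl, 0.01% Triton X-100; Timing: 1 h compound preincubation, 2 h substrate cleavage, 25 °C; Measured by: Epi-absorbance of released pNA at 405 nm, two timepoints.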
LAP4-GFP MLPCN = modulators of TOR pathway LAP4-GFP in S. cerevisiae. AID 2023. S. cerevisiae LAP4-GFP multiplex, flow cytometry GFP, 3 h; median GFP as percent of DMSO wells. actives 0.34% (n = 320,000). GFP response vs DMSO, % at 10 µM;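 active means GFP response vs DMSO above a set limit, about the screen mean plus 3 SD, cut at about 150% in these data; inconclusive means under 70 cell events counted for the yeast strain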
proCasp3 act = activates human procaspase-3; recombinant procaspase-3 D3A, Ac-DEVD-pNA absorbance 405 nm; activation, % at 8.5 µM; actives 0.11% (n = 330,000);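 active means activation above the mean of all tested compounds plus 3 SD, cut at about 21% in these data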;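 further: 0% = DMSO alone and 100% = DMSO wells spiked with extra 5 µM PC-3 D3A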
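Test system: Procaspase-3 D3A mutant; medium: Zinc-free HEPES/NaCl buffer with 0.01% Triton X-100 at pH 7.4; reagent: DEVD-pNA substrate; doses: one concentration, 8.5 µM nominal, 0.8% DMSO; times: 1 h preincubation plus 2 h reaction at 25 °C; signal: Epi-absorbance at 405 nm of released p-nitroaniline, 0 and 120 min; replicates: singlicate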
An asterisk follows results filed as active; u = inconclusive; x = not tested or not shown; [ ] = remark or other dose.

SMILES | ZTA DNA inh | RPL19A-GFP yeast | EBNA-1 inh | AHR activator | MEP2-GFP yeast | procasp7 counter | LAP4-GFP MLPCN | proCasp3 act
CCOc1ccc(S(=O)(=O)Nc2ccc(OC)nc2)cc1 | -4 | 102 | 10 | -3 | 114 | -10 | 98 | 7
Cn1nnnc1SCC(=O)N1CCN(C(c2ccccc2)c2ccccc2)CC1 | 9 | 97 | -9 | 1 | 100 | -3 | 97 | -3
Cn1c(=O)[nH]c(=O)c2c1nc(CN1CCN(Cc3ccccc3)CC1)n2CC(N)=O | -2 | 103 | -12 | 4 | 104 | -4 | 101 | 1
CC(=O)c1ccc(NC(=O)CSc2nnc(C3CC3)n2C)cc1 | 5 | 103 | 0 | -4 | 100 | 11 | 100 | 2
O=S(=O)(c1ccc2c(c1)C(=NO)c1cc(S(=O)(=O)N3CCCCC3)ccc1-2)N1CCCCC1 | -17 | 109 | -5 | -2 | 103 | 0 | 99 | 1
COc1cc(C(=O)Nc2cc3c4c(c2)CC(=O)N4CCC3)cc(OC)c1OC | 9 | 105 | 12 | 3 | 103 | 5 | 95 | 3
Cc1nc(N2CCN(S(=O)(=O)c3ccccc3)CC2)c2cc(-c3ccccc3)sc2n1 | 6 | 93 | -4 | 1 | 99 | 0 | 94 | 2
CCc1c(C)sc(NC(=O)OC)c1C(=O)N1CCCCC1 | 0 | 100 | 9 | 1 | 100 | -11 | 107 | -2
COC(=O)N/N=C/c1ccc(OS(=O)(=O)c2ccc(C)cc2)c(OC)c1 | 11 | 99 | 8 | 3 | 97 | 1 | 107 | 5
COc1ccc(-c2[nH]ncc2CN2CCN(c3ccc(F)cc3)CC2)cc1 | -2 | 81[may fluoresce violet] | -1 | 0 | u | -4 | u | -1
COc1ccc(NC(=O)C2CC(c3cccc(Br)c3)=NO2)cc1OC (stereo unspecified) | -5 | 98 | -17 | 6 | 101 | -5 | 83 | -9
Cc1csc(NC(=O)CSc2nnc(-c3ccco3)n2C)n1 | -7 | 102 | -19 | 3 | 92 | 0 | 99 | -4

5 neighbouring compounds out of the list so far:
SMILES | ZTA DNA inh | RPL19A-GFP yeast | EBNA-1 inh | AHR activator | MEP2-GFP yeast | procasp7 counter | LAP4-GFP MLPCN | proCasp3 act
CCc1c(C)sc(NC(=O)OC)c1C(=O)N1CCCCC1 | 0 | 100 | 9 | 1 | 100 | -11 | 107 | -2
COC(=O)N/N=C/c1ccc(OS(=O)(=O)c2ccc(C)cc2)c(OC)c1 | 11 | 99 | 8 | 3 | 97 | 1 | 107 | 5
COc1ccc(-c2[nH]ncc2CN2CCN(c3ccc(F)cc3)CC2)cc1 | -2 | 81[may fluoresce violet] | -1 | 0 | u | -4 | u | -1
COc1ccc(NC(=O)C2CC(c3cccc(Br)c3)=NO2)cc1OC (stereo unspecified) | -5 | 98 | -17 | 6 | 101 | -5 | 83 | -9
Cc1csc(NC(=O)CSc2nnc(-c3ccco3)n2C)n1 | -7 | 102 | -19 | 3 | 92 | 0 | 99 | -4

Later entries
SMILES | ZTA DNA inh | RPL19A-GFP yeast | EBNA-1 inh | AHR activator | MEP2-GFP yeast | procasp7 counter | LAP4-GFP MLPCN | proCasp3 act
COC(=O)c1ccccc1Oc1c(F)c(F)nc(N2CCOCC2)c1F | 5 | 102 | 6 | 2 | 107 | 3 | 99 | 5
O=C(CN1C(=O)NC2(CCCC2)C1=O)Nc1ccccc1N1CCCC1 | -11 | 100 | 4 | 4 | 99 | -11 | 94 | 3
COc1cccc(CN(C)C(=O)CN2C(=O)NC3(CCCc4ccccc43)C2=O)c1 (stereo unspecified) | -6 | 103 | x | 1 | 101 | -6 | 105 | 1
Cc1c(OCC(=O)NCC2CCC(C(=O)O)CC2)ccc2c(-c3ccccc3)cc(=O)oc12 (stereo unspecified) | -1 | 95 | -3 | -1 | 105 | -2 | 110 | 8
Cc1cccc(-n2ncc3c2CCCC3NC(=O)c2ccc[n+]([O-])c2)c1C (stereo unspecified) | -6 | 101 | -18 | 7 | 98 | 13 | 88 | 8
COC(=O)c1ccc(NC(=O)C2CC(=O)N(c3ccc(C)cc3)C2)cc1 (stereo unspecified) | -6 | 104 | 3 | 1 | 105 | 5 | 106 | -3
C=C(C)C(=O)Nc1cccc(C2=NOC3(C2)C[C@@H](C(N)=O)N(C(=O)C(=C)C)C3)c1 (stereo partly specified) | 24 | 99 | 9 | -1 | 96 | -10 | 94 | -5
Cc1cc(C)c(N=Cc2c(O)c3ccccc3oc2=O)c(C)c1 | -11 | 102 | -12 | 2 | 106 | 11 | 87 | -2
CC(C)NCC(O)COc1ccc2c(c1)CCC2 (stereo unspecified) | 15 | 101 | 7 | 0 | 93 | 7 | 90 | -4
Cc1ccc(S(=O)(=O)Nc2ccc3c(c2)n(C)c(=O)n3C)cc1 | 9 | 103 | -5 | 26 | 104 | 3 | 98 | 5
Cc1sc2ncnc(N(C)Cc3cccs3)c2c1C | 15 | 105 | 10 | -7 | 99 | 3 | 117 | 0
CCOC(=O)c1ccccc1NC(=O)C1CSC2(C)CCC(=O)N12 (stereo unspecified) | 6 | 101 | -4 | 1 | 105 | 0 | 107 | 4

The final 2 records of the part before lead into the next:
SMILES | ZTA DNA inh | RPL19A-GFP yeast | EBNA-1 inh | AHR activator | MEP2-GFP yeast | procasp7 counter | LAP4-GFP MLPCN | proCasp3 act
Cc1sc2ncnc(N(C)Cc3cccs3)c2c1C | 15 | 105 | 10 | -7 | 99 | 3 | 117 | 0
CCOC(=O)c1ccccc1NC(=O)C1CSC2(C)CCC(=O)N12 (stereo unspecified) | 6 | 101 | -4 | 1 | 105 | 0 | 107 | 4
O=C(O)c1ccc(S(=O)(=O)N(Cc2ccccc2)C2CCCCC2)cc1 | -2 | 99 | 10 | 0 | 101 | 6 | 102 | 9
Cc1cc(C)c2c(CN3CCC(C)CC3)cc(=O)oc2c1 | 3 | 85 | 2 | 4 | 92 | 2 | x | 7
Cc1ccc(-c2csc(NC(=O)CSc3ncn(-c4ccccc4)n3)n2)cc1 | 14 | 97 | 41* | 17 | 97 | 3 | 100 | 7
COc1ccc(S(=O)(=O)NCCc2ccncc2)cc1 | 2 | 103 | 1 | -4 | 109 | 7 | 98 | 6
Cc1ccc(C(=O)Nc2ccc(C(=O)N/N=C/c3ccccn3)cc2)cc1 | -6 | 103 | -1 | 8 | 105 | 9 | 91 | -2
O=S(=O)(c1ccc(NC(=S)N/N=C/c2ccc(N3CCOCC3)cc2)cc1)N1CCOCC1 | 7 | 101 | 6 | 5 | 99 | 9 | 99 | 13
COc1ccccc1-c1noc(-c2ccncc2)n1 | 8 | 106 | 6 | 20 | 107 | 11 | 102 | -3
CNC(=O)COC(=O)c1ccc2c(c1)NC(=O)C1CCCN21 (stereo unspecified) | -17 | 93 | 11 | 0 | 114 | -5 | 94 | -8
Cc1c(NC(=O)c2ccc(CN3CCc4ccccc4C3)cc2)c(=O)n(-c2ccccc2)n1C | 11 | 99 | 14 | 4 | 98 | 2 | 93 | -2
CC(/C=N/Nc1nc2ccccc2[nH]1)=C\c1ccccc1 | 10 | 98 | -9 | 38 | 97 | -5 | 100 | -9
COc1ccc(CCN=C(N)NS(=O)(=O)c2ccc3ccccc3c2)cc1 | -10 | 96 | -8 | 11 | 95 | -5 | 84 | -10
O=C(CCC1CCCCC1)Nc1cccnc1 | -12 | 107 | -15 | 17 | 103 | 4 | 83 | -10
O=S(=O)(c1cccc2cccnc12)N1CCCc2ccccc21 | -6 | 100 | 2 | 4 | 111 | 5 | 100 | 7
COC(=O)c1cc(COC(=O)CNC(=O)c2cccc(C)c2)oc1C | 3 | 92 | x | -1 | 93 | 7 | 97 | 8
O=C(NNC(=S)Nc1ccccc1Cl)c1ccncc1 | -4 | 97 | 3 | 5 | 109 | 3 | 116 | -5
O=C(CCN1CCCCCC1)Nc1cccc(Cl)c1 | 5 | 104 | -3 | 1 | 107 | -6 | 99 | 3
CCCc1ccc(OCc2ccc(C(=O)Nc3cccc(C)n3)o2)c(OC)c1 | 2 | 106 | 12 | 60* | 105 | -3 | 92 | 8
CCc1ccccc1OCCCOc1ccc(OC)cc1 | -2 | 99 | -3 | 4 | 103 | 9 | 100 | -6
O=C(NCc1ccc2c(c1)OCO2)c1cc2c(s1)CS(=O)(=O)C2 | -4 | 99 | -6 | 1 | 100 | 7 | 101 | 1
Cc1ccc(CNC(=O)CC(C)S(=O)(=O)c2ccc3c(c2)NC(=O)CO3)cc1 (stereo unspecified) | -2 | 98 | -4 | -1 | 104 | 1 | 98 | 6
CCC1=Nc2ccc(Br)cc2C(c2ccccc2)N1CC(=O)OC (stereo unspecified) | 13 | 100 | 0 | 12 | 97 | 8 | 99 | 5
Clc1ccsc1-c1csc(-c2cccnc2)n1 | -3 | 94 | -7 | 85* | 94 | 9 | 91 | -3
C=CC[C@@H]1C=C(C)C[C@H](C)C[C@H](OC)[C@H]2O[C@@](O)(C(=O)C(=O)N3CCCC[C@H]3C(=O)O[C@H](/C(C)=C/[C@@H]3CC[C@@H](O)[C@H](OC)C3)[C@H](C)[C@@H](O)CC1=O)[C@H](C)C[C@@H]2OC | 5 | 95 | -11 | -3 | 100 | 6 | 111 | -2
Cc1ccc(CNC(=O)CSCC(=O)O)cc1 | 7 | 101 | -2 | 1 | 104 | 2 | 103 | 2
CCn1c(C)c(C(=O)c2ccccc2)c(C#N)c1C(=O)O | -11 | 102 | -6 | 3 | 99 | -1 | 86 | -1
COC(=O)c1ccc(N2Cc3ccccc3/C2=N\C(=O)Nc2ccccc2)cc1 | -10 | 90 | -3 | 7 | 109 | 7 | 89 | 0
O=C(C(c1ccccc1)c1ccccc1)N1CCN(Cc2ccncc2)CC1 | 3 | 101 | 3 | 2 | 103 | 6 | 106 | 1
CC1CCC(NC(=O)C2c3ccccc3C(=O)N2CCCN2CCOCC2)CC1 (stereo unspecified) | 2 | 116 | 12 | 0 | 111 | 2 | 117 | 3
CN(C)[C@@H]1CCC[C@H]1OC(=O)C(c1ccccc1)c1ccccc1 | -7 | 98 | -2 | 3 | 103 | 2 | 89 | -11
COc1ccccc1NC(=O)c1cc(S(=O)(=O)N2CCC3(CC2)OCCO3)ccc1F | -4 | u | 0 | -5 | u | 2 | u | 9
CN(CC1COc2ccccc2O1)C(=S)NC1CCCCC1 (stereo unspecified) | -4 | 99 | -1 | 2 | 109 | 18 | 115 | 1
Cc1ccc(Cl)cc1N1CCN(C(=O)Cc2cn(C)c3ccccc23)CC1 | -29 | 97 | -1 | -1 | 100 | 3 | 113 | 0
CCN(CC)C(=O)CSc1nnc(COc2ccccc2)n1CC | -5 | 96 | -1 | 0 | 95 | -5 | 90 | 8
Cc1oc2cc(O)ccc2c(=O)c1Oc1ccccc1Br | -2 | u | -1 | 59* | u | -5 | u | 9
CC(=O)Nc1ccc(NC(=O)/C=C/c2ccc3c(c2)OCO3)cc1 | -10 | 98 | -4 | 1 | 102 | 1 | 98 | 0
COc1ccccc1C(=O)Nc1ccc2c(c1)C(=O)NC2=O | 5 | 99 | 8 | 58* | 101 | 12 | 106 | 4
CCc1nc2c(cnn2-c2ccc(Cl)cc2)c(=O)n1-c1ccc(OC)cc1 | 9 | 99 | -2 | 4 | 105 | -7 | 100 | 3
O=C1CCCCCCC1Sc1ccccc1[N+](=O)[O-] (stereo unspecified) | -1 | 95 | -8 | 10 | 93 | -17 | 95 | -26
CCn1c(CSCc2ccc(C)cc2)nnc1SCC(=O)NCc1ccccc1 | 8 | 100 | 2 | 0 | 100 | 0 | 95 | 0
